# Rtt109 HAT inh: inhibitors of Candida albicans Rtt109/Vps75 histone acetyltransferase; Q5AAJ8; purified Rtt109/Vps75, ThioGlo CoA-SH fluorescence, 4 h; inhibition, % at 34.9 µM; 330,000 compounds, 0.16% hits;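 active = inhibition of at least 50% in every replicate; inconclusive = best replicate reaches 50% inhibition but some replicates fall short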
# MITF TRPM1 HTS: increases MITF-driven TRPM1 promoter luciferase signal | SK-MEL-5 TRPM1-promoter luciferase, 24 h; % of positive control, neutral wells = 0 | activation, % at 12.5 µM | 300,000 compounds, 0.75% hits;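 active = mean activation of at least 80% with every replicate also reaching 80%; inconclusive = mean reaches 80% but some replicate falls short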;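 note: 0% = neutral control wells and 100% = parthenolide positive control wells; values of inactives mirror those of a sister screen read the other way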
# HTR5A ag: activates human HTR5A in OPRM1-OPRD1 agonist counter-screen; P47898; HTR5A agonist assay, luminescence, cell-based; activation, % at 9.3 µM; 340,000 compounds, 0.61% hits; in the data active = activation mostly above about 9.5%, no sharp cut-off; inactive = mostly below about 7.6%;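 note: 0% = cells with vehicle only and 100% = reference agonist; strong numbers were not always called active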
# Target sequence (P47898 whole entry, looked up): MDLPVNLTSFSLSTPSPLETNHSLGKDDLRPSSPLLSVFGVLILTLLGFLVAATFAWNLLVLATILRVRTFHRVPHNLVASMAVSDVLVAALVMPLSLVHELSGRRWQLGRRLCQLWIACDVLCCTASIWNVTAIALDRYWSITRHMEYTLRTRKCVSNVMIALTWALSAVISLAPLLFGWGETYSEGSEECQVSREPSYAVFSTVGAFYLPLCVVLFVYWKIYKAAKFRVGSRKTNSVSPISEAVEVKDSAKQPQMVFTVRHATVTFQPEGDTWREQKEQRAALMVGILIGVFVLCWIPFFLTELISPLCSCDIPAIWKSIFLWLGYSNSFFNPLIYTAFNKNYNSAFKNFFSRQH
# RTF Ca sens act: cardiac RTF calcium sensitization. IANBD-labeled TnC RTF fluorescence at EC20 calcium; 0% EC20 calcium, 100% full calcium. activation, % at 7.2 µM. 340,000 compounds, 0.24% hits;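 active = activation above the mean over all tested compounds plus 3 SD, cut at about 30% in these data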;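 note: rise in fluorescence read as greater calcium sensitivity of cardiac thin filaments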
# CDK5 inh: CDK5/p35 (human) kinase inhibition | Recombinant CDK5/p35, ADP-Glo luminescence, 60 min | inhibition, % at 10 µM | 330,000 compounds, 0.01% hits | AID 488839;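 active = highest replicate inhibition of at least 50% and at least 75% of replicates reaching 50%; inconclusive = only one of the two criteria met; inactive = both criteria failed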;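 note: plate controls were DMSO neutral control for no effect and GW8510 at 10 µM for full effect; many of its hits are not listed in these tables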
# SR-BI DiI inh: blocks mouse SR-BI lipid uptake from DiI-HDL; Q61009; ldlA[mSR-BI] CHO cells, DiI-HDL uptake fluorescence, 3 h; inhibition, % at 12.5 µM; 320,000 compounds, 0.96% hits; AID 488896;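 active = mean replicate inhibition of at least 70% and a set share of replicates each scoring 70 or more; inconclusive = meets just one of the two criteria; inactive = fails both criteria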;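 note: 0% = median of neutral control wells and 100% = median of positive control wells; values of inactives mirror those of a sister screen read the other way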
# Target sequence (Q61009 whole entry, looked up): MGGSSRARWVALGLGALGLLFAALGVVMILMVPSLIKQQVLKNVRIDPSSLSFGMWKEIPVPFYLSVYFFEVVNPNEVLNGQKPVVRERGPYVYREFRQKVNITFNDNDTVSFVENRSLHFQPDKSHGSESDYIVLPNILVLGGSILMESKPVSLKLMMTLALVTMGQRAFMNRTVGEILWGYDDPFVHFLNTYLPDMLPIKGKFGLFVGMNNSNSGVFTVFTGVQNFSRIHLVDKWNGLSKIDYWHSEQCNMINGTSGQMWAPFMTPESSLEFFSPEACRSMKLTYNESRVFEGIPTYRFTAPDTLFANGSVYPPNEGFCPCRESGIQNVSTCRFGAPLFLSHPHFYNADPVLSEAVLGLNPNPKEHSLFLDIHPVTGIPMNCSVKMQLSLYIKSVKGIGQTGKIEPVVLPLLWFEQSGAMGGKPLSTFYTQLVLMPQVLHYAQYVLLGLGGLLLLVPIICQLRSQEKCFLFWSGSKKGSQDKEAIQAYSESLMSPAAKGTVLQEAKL
# Wnt act: activators of Wnt/beta-catenin signaling | activation, % at 9.35 µM | 300,000 compounds, 1.2% hits | Wnt/beta-catenin reporter cell assay, activator, plate reader | AID 743398; in the data active = activation above about 30%, passing the limit was not always enough; inconclusive = no clear call, values can overlap the other calls;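 note: 0% = neutral control wells and 100% = positive control wells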
# SR-BI DiI-HDL act: SR-BI HDL lipid transfer activation; CHO ldlA[mSR-BI] cells, DiI-HDL uptake fluorescence, 3 h; 100 = double the neutral-control signal; activation, % at 12.5 µM; AID 504775; 320,000 compounds, 0.096% hits;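 active = mean replicate activation of at least 60% and every replicate at or above 60%; inconclusive = mean or all-replicate condition met, but not both; inactive = mean below 60% and not all replicates reaching 60%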;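 note: 0% = median plate neutral-control signal and 100% = twice that signal; values of inactives mirror those of a sister screen read the other way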
#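 Material – SR-BI-overexpressing, LDLR-lacking CHO cells · Medium – BSA-supplemented, HEPES-buffered Ham's F12, pH 7.4 · Doses – single concentration · Times – compound with DiI-HDL co-incubation, 3 h at 37 °C · Measured by – bottom-read fluorescence, 550/595 nm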
# dFosB activator: activators of mouse delta FosB homodimer. P13346. purified delta FosB, TAMRA-CDK5 oligo fluorescence polarization; percent of positive-control signal above neutral wells. activation, % at 25 µM. 340,000 compounds, 0.99% hits. AID 493131;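 active = mean activation above about 17%, with every replicate also reaching it, limit read from the data, passing the limit was not always enough; inconclusive = only one of the two conditions met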;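 note: fluorescence polarization rise as delta FosB binds a TAMRA Cdk5 AP-1 oligo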
# PvdQ acylase: blocks Pseudomonas aeruginosa PvdQ acylase activity. purified PvdQ acylase, fluorescence plate reader. inhibition, % at 10 µM. 340,000 compounds, 0.063% hits; in the data active = inhibition above about 30%, passing the limit was not always enough; inconclusive = no clear call, values can overlap the other calls;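 note: 0% = vehicle neutral wells and 100% = reference inhibitor wells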
# Active calls of the source: *; u = inconclusive; x = no result given; & = joins results of further samples.
SMILES,MITF TRPM1 HTS,HTR5A ag,SR-BI DiI-HDL act,PvdQ acylase,RTF Ca sens act,CDK5 inh,Rtt109 HAT inh,SR-BI DiI inh,dFosB activator,Wnt act
Cc1ccc(NC(=O)N(CCCN2CCOCC2)Cc2cccs2)cc1C,-16,-3,13,9,-2,-0.4,1,-13,-9,-1
CCc1nnc(NC(=O)CSc2nnnn2-c2cccc(C(=O)OC)c2)s1,-10,2,5,-7,2,-0.8,-6,-5,0,x
CCOc1ccc(S(=O)(=O)Nc2ccccc2C(=O)Nc2ccccc2N2CCOCC2)cc1,1,1,33,-6,-12,0.0,-1,-33,-11,x
COc1cc(OC)c2c(-c3cccc(/C=C/c4ccc(F)cc4)c3)cc(=O)oc2c1,96*,0,-68,-11,0,-1.6,7,68,-7,-1
CCOc1ccc(NC(=O)c2ccccc2NS(=O)(=O)c2ccc(F)cc2)c([N+](=O)[O-])c1,-5,1,-12,-10,0,-1.0,3,12,-8,x
CCS(=O)(=O)N1N=C(c2cccc(NS(C)(=O)=O)c2)CC1c1ccccc1 (stereo not given),27,-4,36,-17,3,1.4,4,-36,-23,-4
O=C(CSc1ccc(-c2ccccc2)nn1)Nc1ccc2c(c1)OCCO2,53,0,13,-8,-7,2.0,0,-13,-2,14
COc1ccc(-n2nc3c(c2NC(=O)CC(C)C)CS(=O)C3)cc1 (stereo not given),-4,0,14,-3,-2,x,6,-14,-1,2
Cc1cccc(N=N/C(=C\O)C(=O)c2ccc(Br)cc2)c1,-17,7,-31,-8,1,-1.8,-17,31,-8,-7
O=C(CSc1c2c(nc3ccc(Cl)cc13)CCCC2)NCCCN1CCOCC1,-14,-5,-9,-5,-11,0.9,-32,9,-18,7
CN1/C(=C\C(=S)NC(=O)c2cccc(Br)c2)C(C)(C)c2ccccc21,-14,-6,x,19,7,1.1,-5,x,8,-1
CCOC(=O)Nc1c(C)n(C)n(-c2ccccc2)c1=O,17,-1,-12,-8,15,-0.2,-15,12,2,x
Cc1ccc(-c2nn3c(C)nnc3s2)cc1NC(=O)c1ccco1,6,-1,4,-11,0,-0.4,-5,-4,-28,-2
Cc1ccc(/C=N/NC(=O)CSc2nc3ccccc3c(=O)n2-c2ccccc2)s1,5,-3,19,-10,0,-0.1,-17,-19,-12,-1
Cc1cc(C)n(-c2c(F)c(F)c(CN3CCOCC3)c(F)c2F)n1,4,5,-4,-8,-2,-1.2,-4,4,4,x
CCc1ccccc1NC(=O)c1cnccn1,-4,0,4,-12,0,2.8,-7,-4,-3,x
CCSC(=O)N(CC)CC(=O)Nc1c(CC)cccc1CC,15,0,0,-3,2,-1.0,-8,0,-2,x
COc1cccc(CNC(=O)c2ccc(C3SCCS3)cc2)c1,25,3,-31,-13,2,-0.1,-5,31,-8,6
CSc1sc(C(=O)OC(C)C)c2c1C(=O)CC(C)(C)C2,x,0,19,-10,0,0.7,3,-19,-4,1
O=C(NN1C(=O)NC2(CCCCC2)C1=O)c1cccs1,13,3,14,10,1,2.9,-1,-14,-4,4
Cc1cc(Br)cc(C)c1NC(=O)c1ccc(C#N)cc1F,7,2,8,-15,-1,-0.2,-3,-8,8,-2
C=CCNC(=O)NC(=O)c1csc([N+](=O)[O-])c1,x,0,17,-7,1,0.6,-5,-17,-11,4
Cc1ccc(-c2[nH]c3ccccc3c2SCCNC(=O)c2ccc(S(=O)(=O)N3CCOCC3)cc2)cc1,x,7,-50,-2,6,-2.0,2,50,-8,-6
Cc1cc(C)c(C(=O)COC(=O)Cn2cnnn2)cc1C,8,8,-21,4,0,4.9,3,21,-2,x
Cc1nn(C)cc1CN(C)C(=O)CCc1nnc(CCC2CCCCC2)o1,31,2,x,-16,0,0.4,-26,x,-4,13
COc1ccccc1NC(=O)Nc1nc(CC(=O)N2CCN(c3ccccc3OC)CC2)cs1,19,7,-70,-4,-23,-0.1,24,u,2,-5
COc1cc(Nc2ccccn2)cc(C(=O)Nc2cccc(C(F)(F)F)c2)c1,-15,11,-56,0,-3,-0.2,4,56,8,-1&-5
O=C1CCCN=C(Nc2ccc(F)c(Cl)c2)S1,-3,4,4,u,-1,1.0,14,-4,0,-1
CCc1c(C(=O)N/N=C/c2ccco2)nnn1-c1nonc1N,x,11,x,7,-5,-0.7,2,x,2,-3
O=C(CN1C(=O)c2ccccc2C1=O)Nc1ccc(S(=O)(=O)NCC2CCCO2)cc1 (stereo not given),9,-2,1,3,3,0.7,0,-1,-10,-5
O=c1cc(-c2ccccc2[N+](=O)[O-])oc2ccccc12,-12,4,-2,-10,2,-0.2,0,2,1,1
O=C(Nc1nccs1)C1CCN(S(=O)(=O)c2c(Cl)cccc2Cl)CC1,17,8,-2,-2,-1,-0.7,-3,2,0,x
CC(C)c1ccc(NC(=O)COC(=O)C2=COCCO2)cc1,17,3,9,-4,4,1.8,2,-9,-9,x
COc1ccc(C2N(c3ccccc3)C(=S)N3CCCN23)cc1 (stereo not given),13,5,10,5,1,-0.7,x,-10,-3,1
CCOC(=O)C1CCCN(CCC(=O)Nc2cc(OC)ccc2OC)C1 (stereo not given),x,-1,0,-15,6,-0.5,-6,0,0,-1
Cc1cccc(NC(=O)CN2C(=O)/C(=C3\SC(=S)N(CC4CCCO4)C3=O)c3ccccc32)c1 (stereo not given),-15,-2,-3,-7,-5,-1.0,-1,3,0,0
CC1Cc2ccccc2N1C(=O)CSc1nnc2sc3ccccc3n12 (stereo not given),7,4,-24,-25,1,-5.0,19,24,-20,x
COc1ccccc1NC(=O)Nc1ccc(C)cn1,x,-1,5,-10,-5,-6.5,0,-5,-2,11
COc1ccc(OCC(=O)Nc2nnc(-c3ccco3)s2)cc1,-6,1,17,-4,-1,0.5,-5,-17,-6,-4
COc1ccc(NC(=O)c2cccc(Cn3cc(Br)c([N+](=O)[O-])n3)c2)c(C)c1,5,-2,-40,-10,-1,-0.1,-3,40,3,2

# Record cards (already shown). Order of screens: MITF TRPM1 HTS	HTR5A ag	SR-BI DiI-HDL act	PvdQ acylase	RTF Ca sens act	CDK5 inh	Rtt109 HAT inh	SR-BI DiI inh	dFosB activator	Wnt act
# Record of `CCOC(=O)C1CCCN(CCC(=O)Nc2cc(OC)ccc2OC)C1` (stereo not given) = x	-1	0	-15	6	-0.5	-6	0	0	-1
# Record of `COc1ccccc1NC(=O)Nc1ccc(C)cn1` = x	-1	5	-10	-5	-6.5	0	-5	-2	11

# (further entries)
SMILES,MITF TRPM1 HTS,HTR5A ag,SR-BI DiI-HDL act,PvdQ acylase,RTF Ca sens act,CDK5 inh,Rtt109 HAT inh,SR-BI DiI inh,dFosB activator,Wnt act
COc1cc(OC)c(C2=NOC(C(=O)N3CCN(C(=O)c4ccco4)CC3)C2)cc1Cl (stereo not given),4,0,-29,-1,1,0.5,3,29,-16,-2
CCn1c(SCC(=O)NC2CCCC2)nnc1-c1c[nH]c2ccccc12,-7,0,1,-17,2,-1.6,7,-1,-4,1
CCOC(=O)C1CCCN(C/C=C/c2ccccc2[N+](=O)[O-])C1 (stereo not given),-12,0,18,-11,4,-1.4,1,-18,2,0
COC(=O)NNS(=O)(=O)c1ccc(C)cc1,-6,7,-13,-15,6,0.1,9,13,-1,x
N#Cc1cn(Cc2ccccc2)c(=O)[nH]c1=O,2,3,-5,-3,6,-0.4,-2,5,-8,-2
COc1ccc(Cl)cc1N=Cc1c(O)c2ccccc2oc1=O,-16,1,36,-8,0,-0.4,-20,-36,-33,-2
COc1ccc(NC(=O)CN(C)C(=O)CCCc2nc3ccccc3c(=O)[nH]2)cc1,-6,0,22,-13,3,1.7,6,-22,-1,-1
COCc1[nH]c(=S)c(C#N)cc1C(=O)OC,5,-1,-17,9,-4,0.9,48,17,6,-2

# Pulled by compound from above, five records:
SMILES,MITF TRPM1 HTS,HTR5A ag,SR-BI DiI-HDL act,PvdQ acylase,RTF Ca sens act,CDK5 inh,Rtt109 HAT inh,SR-BI DiI inh,dFosB activator,Wnt act
N#Cc1cn(Cc2ccccc2)c(=O)[nH]c1=O,2,3,-5,-3,6,-0.4,-2,5,-8,-2
COCc1[nH]c(=S)c(C#N)cc1C(=O)OC,5,-1,-17,9,-4,0.9,48,17,6,-2
COc1ccc(NC(=O)CN(C)C(=O)CCCc2nc3ccccc3c(=O)[nH]2)cc1,-6,0,22,-13,3,1.7,6,-22,-1,-1
CCn1c(SCC(=O)NC2CCCC2)nnc1-c1c[nH]c2ccccc12,-7,0,1,-17,2,-1.6,7,-1,-4,1
COC(=O)NNS(=O)(=O)c1ccc(C)cc1,-6,7,-13,-15,6,0.1,9,13,-1,x
